FadD28 binding = M. tuberculosis FadD28 bisubstrate binding inhibition; FadD28 bisubstrate probe binding, fluorescence polarization; inhibition, % at 12.5 µM; 360,000 compounds, 0.22% hits; in the data active means inhibition above about 8.5%, passing the limit was not always enough; inconclusive means no clear call, values can overlap the other calls
BoNT-F LC inh = blocks Botulinum neurotoxin F light chain protease; 360,000 compounds, 0.22% hits; inhibition, % at 10 µM; Multiplex microsphere protease cleavage assay, flow cytometry; in the data active means inhibition above about 35%, passing the limit was not always enough; inconclusive means no clear call, values can overlap the other calls; further: plate controls were buffer without enzyme for full effect and enzyme alone for no effect
BioA inh = BioA (M. tuberculosis) enzyme inhibition; purified M. tuberculosis BioA enzyme, plate reader; inhibition, % at 9.99 µM; 360,000 compounds, 0.096% hits; AID 602481; in the data active means inhibition above about 40%; inconclusive means no clear call, values can overlap the other calls
FBA Mtb inh = inhibitors of M. tuberculosis fructose-bisphosphate aldolase; inhibition, % at 1 µM; purified M. tuberculosis FBA, fluorescence read-out; AID 588726; P9WQA3; 360,000 compounds, 2.3% hits; in the data active means inhibition above about 27%;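 further: 0% = vehicle and 100% = reference inhibitor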
BoNT A protease = BoNT A light chain protease inhibition | 360,000 compounds, 0.17% hits | multiplex microsphere protease substrate cleavage, flow cytometry | inhibition, % at 10 µM; further: plate controls were buffer without enzyme for full effect and enzyme alone for no effect
UGM FP inh = inhibitors of M. tuberculosis UDP-galactopyranose mutase | P9WIQ1 | purified UGM, fluorescence polarization probe displacement | inhibition, % at 10 µM | 320,000 compounds, 0.06% hits; in the data active means inhibition above about 10%, passing the limit was not always enough; inconclusive means no clear call, values can overlap the other calls
PfHsp40 rescue = restores yeast growth despite PfHsp40 toxicity. S. cerevisiae expressing PfHsp40, growth rescue, ATP luminescence. growth rescue, % at 12.5 µM. 340,000 compounds, 0.68% hits. AID 504582; in the data active means growth rescue above about 28%, passing the limit was not always enough; inconclusive means no clear call, values can overlap the other calls;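 further: yeast W303a lacking pdr1 and pdr3 grown in galactose medium; growth measured after three days at 30 °C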
Anthrax LF inh2 = anthrax lethal factor protease inhibition; P15917; multiplex microsphere protease cleavage assay, LF; inhibition, % at 10 µM; 360,000 compounds, 0.12% hits; AID 588501; further: plate controls were buffer without enzyme for full effect and enzyme alone for no effect
Target sequence (P15917 whole entry, looked up): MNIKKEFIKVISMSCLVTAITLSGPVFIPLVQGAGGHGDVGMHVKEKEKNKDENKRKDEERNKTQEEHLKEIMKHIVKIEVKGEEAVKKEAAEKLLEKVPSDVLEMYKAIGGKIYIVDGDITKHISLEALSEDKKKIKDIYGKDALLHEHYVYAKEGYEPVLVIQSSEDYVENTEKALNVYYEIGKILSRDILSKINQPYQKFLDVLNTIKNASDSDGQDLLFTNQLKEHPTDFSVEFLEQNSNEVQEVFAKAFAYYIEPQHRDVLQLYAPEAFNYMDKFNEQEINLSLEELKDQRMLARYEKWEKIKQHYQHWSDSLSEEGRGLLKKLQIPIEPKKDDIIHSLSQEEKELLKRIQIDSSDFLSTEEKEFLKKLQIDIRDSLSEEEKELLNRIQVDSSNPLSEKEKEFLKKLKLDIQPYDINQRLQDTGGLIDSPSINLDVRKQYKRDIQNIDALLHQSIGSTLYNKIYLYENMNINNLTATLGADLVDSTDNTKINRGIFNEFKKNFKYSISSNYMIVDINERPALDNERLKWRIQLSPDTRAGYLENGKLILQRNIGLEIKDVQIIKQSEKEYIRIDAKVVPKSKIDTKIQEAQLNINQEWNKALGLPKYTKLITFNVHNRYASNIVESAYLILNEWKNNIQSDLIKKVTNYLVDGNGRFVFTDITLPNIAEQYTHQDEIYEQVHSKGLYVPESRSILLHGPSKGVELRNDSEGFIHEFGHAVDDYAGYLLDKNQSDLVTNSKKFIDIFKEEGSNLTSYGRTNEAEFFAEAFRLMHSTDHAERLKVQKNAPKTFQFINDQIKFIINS
GDH-TPI counter = counter-screen for M. tuberculosis FBA inhibitors: GDH-TPI coupled enzymes. 360,000 compounds, 1.2% hits. inhibition, % at 4.8 µM. AID 588335. GDH-TPI coupled enzyme counterscreen, NADH absorbance; in the data active means inhibition above about 30%;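 further: 0% = DMSO wells and 100% = wells lacking the enzyme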
Numbers without * were called inactive; ? = inconclusive; . = not tested or not shown; & = joins results of further samples. Unless noted, no stated cut-off is given here; in the data, active means inhibition above about 30%; inconclusive means no clear call, values can overlap the other calls; inactive means below that.

Under each structure – FadD28 binding	BoNT-F LC inh	BioA inh	FBA Mtb inh	BoNT A protease	UGM FP inh	PfHsp40 rescue	Anthrax LF inh2	GDH-TPI counter
CCOC(=O)[C@@H]1[C@H]2COc3cc(OC)ccc3[C@@H]2N2C(=O)N(c3ccc(Cl)cc3)C(=O)[C@@]12C
→ -6.9	-2	0.0	2	-0.6	0.1	0.5	-2	-1
O=C(NC(=S)Nc1ccccc1O)c1cncc(Br)c1
→ 0.2	?	.	-1	-0.7	-0.5	1.6	1	6
CC(=O)c1cccc(-n2nnnc2SCC(=O)NNC(=O)C(C)C)c1
→ -1.9	1	0.5	1	-1.2	-3.3	-0.8	-2	-4
CC(Sc1nnc(-c2ccco2)n1C)C(=O)N(C)C1CCCCC1 (configuration not stated)
→ -0.3	.	.	0	.	-2.1	-0.5	.	-1
COc1ccc(-c2cnnc(N/N=C/c3ccc(O)c(OC)c3)n2)cc1
→ -2.3	3	1.0	-1	0.3	-2.0	-1.5	-4	55*
CCOc1ccc2c(c1)cc(CN(C(=O)CC)C1CCCCC1)c1nnnn12
→ -1.2	-13	2.9	1	-0.5	1.5	2.6	4	-2
Cc1ccc(-n2ncc3c2ncn2c(C)nnc32)cc1C
→ -1.5	-6	0.8	2	-0.7	1.1	-0.9	6	8
O=C(NNC(=S)Nc1ccccc1)c1ccccc1[N+](=O)[O-]
→ -0.9	3	0.2	1	0.3	2.8	-0.9	-1	2
COc1cc(C(=O)NN=Cc2ccc(N(CCCl)CCCl)cc2)cc(OC)c1OC
→ 2.5	2	4.4	9	0.0	.	0.2	5	61*
CC(C)C(=O)N(Cc1ccc2c(c1)OCO2)Cc1ccccn1
→ -3.3	-9	-0.6	-1	-0.5	-2.3	1.8	-1	0
Cc1c(C(=O)OCC(=O)NCc2ccco2)cccc1[N+](=O)[O-]
→ 0.0	-14	-4.4	2	-0.8	-2.5	0.9	-5	9
CCCn1c(N)c(N(CCOC)C(=O)c2ccc(Cl)c([N+](=O)[O-])c2)c(=O)[nH]c1=O
→ 1.0	-6	-1.1	-2	-1.1	3.7	-1.3	5	3
Cc1ccc(C(=O)CCC(=O)OCC(=O)NNC(=O)c2ccccc2Cl)cc1
→ -1.3	-1	8.7	-4	0.8	1.2	-1.2	-9	5
CCC(C)(C)NC(=O)C(c1ccc(C)cc1)N(CC1CCCO1)C(=O)c1csnn1 (configuration not stated)
→ 0.6	-6	-0.7	2	-3.3	0.1	-2.0	-9	2
Cc1ccccc1C(=O)Nc1ccccc1NC(=O)c1ccccc1Br
→ -3.3	?	-0.4	1	-0.2	-2.2	0.2	2	4
O=C(Nc1ccc(S(=O)(=O)NCC2CCCO2)cc1)c1cnccn1 (configuration not stated)
→ -1.4	-3	3.5	-3	-0.1	1.0	-0.4	0	1
COc1ccc(NC(=O)C(C)Sc2ccccc2)cc1 (configuration not stated)
→ -3.5	-18	0.5	3	0.1	0.6	0.4	-1	4
Cc1nc(C)c(Oc2cccc(C(F)(F)F)c2)c(=O)[nH]1
→ 0.3	?	-0.8	0	?	-5.0	-1.1	19	3
CC1=C(C(N)=O)S(=O)(=O)c2ccccc21
→ -2.2	-20	-1.3	-1	0.0	4.1	0.7	1	6
COc1ccc(-c2nonc2NC(=O)c2oc3ccc(F)cc3c2C)cc1OC
→ -3.7	6	-1.7	-7	3.6	0.1	-0.6	2	-4
CC(C)Oc1ccc(C2c3c(oc4ccccc4c3=O)C(=O)N2CCCN2CCOCC2)cc1 (configuration not stated)
→ -0.8	-3	11	5	?	-2.9	-1.6	-1	-6
CCC(C(=O)Nc1cccc(C(=O)O)c1C)c1ccccc1 (configuration not stated)
→ -2.0	6	.	143*	1.6	-1.2	0.6	-2	8
CNCCCOc1ccc(C)cc1Br
→ -3.4	-3	3.9	1	?	2.1	-0.7	-1	1
CC(C)CC(c1nnnn1Cc1ccc(F)cc1)N1CCC(C(N)=O)CC1 (configuration not stated)
→ -2.2	-13	.	-9	-1.6	2.8	-0.2	-3	-12
O=C(Cc1cccc(NC(=O)C2CCCN(C(=O)C3CC3)C2)c1)Nc1cccc(C(=O)N2CCCCC2)c1 (configuration not stated)
→ -1.7	-5	-2.5	1	0.2	.	-0.3	1	5
Cc1ccccc1NC(=O)Nc1nnc(Cc2ccc([N+](=O)[O-])cc2)s1
→ -1.8	-6	-1.6	-1	-0.8	0.0	-0.9	-4	12
CCN(CC)CCNC(=O)c1ccc(NC(=O)C2CC(=O)N(CCc3ccc(OC)c(OC)c3)C2)cc1 (configuration not stated)
→ -1.5	3	-0.6	0	-0.2	-2.6	-0.3	-2	8
Cc1ccc(C(=O)N/C(=C/c2cccc([N+](=O)[O-])c2)C(=O)NCC2CCCO2)cc1 (configuration not stated)
→ -2.8	-4	.	-4	-1.8	-1.7	-0.7	2	-3
CCN1CCN(CC(O)COc2ccc(C)c(C)c2)CC1 (configuration not stated)
→ -2.2	8&0	-0.5&1.5	0&-1	-0.2&-0.6	0.3	-0.3&1.7	-13&-1	4&-5
CC1(C)C([N+](=O)[O-])C(c2ccccc2O)NC(c2ccccc2O)C1[N+](=O)[O-] (configuration not stated)
→ -7.2	-4	.	3	0.2	-1.4	-1.4	-5	-15
CCC(CC(C)(C)O)C(=O)NNC(=S)Nc1ccccc1 (configuration not stated)
→ -3.2	2	.	1	-0.5	2.0	-1.0	0	-5
COC(=O)c1cccc(C(=O)Nc2ccc(C)cc2Br)n1
→ 0.6	-2	-0.7	2	1.4	-0.9	3.3	-5	18
CC(=O)OCC1=C(C(=O)O)N2C(=O)C(NC(=O)CC(C)c3ccccc3)C2SC1 (configuration not stated)
→ .	0	0.2	0	0.3	0.5	0.1	-5	-5
OC(C#CCN1CCCCC1)(c1ccccc1)c1ccccc1
→ -2.8	?	1.1	-1	1.0	1.8	-0.9	17	2
Cc1c(NC(=O)CSc2nc3ccccc3s2)c(=O)n(-c2ccccc2)n1C
→ 0.9	-12	.	1	0.2	0.2	0.0	2	-3
Cc1ccc(C2=C(O)C(=O)C(c3ccc(C)cc3)=C(O)C2=O)cc1
→ -1.4	-2	.	1	-0.1	.	-0.2	4	8
COc1ccc(CNC(=O)C[C@H]2C[C@H](C(=O)N3CCOCC3)[C@@]3(CCC4CCCC4)c4[nH]c5cc(CCC(=O)N(C)C)ccc5c4CCN3C2=O)cc1OC
→ -2.1	-3	-0.1	0	0.2	.	0.1	-7	-5
COc1ccc(-c2nnn(CC(=O)N(CC(=O)NC3CCCC3)c3ccccc3F)n2)cc1OC
→ -3.8	-13	0.8	0	-2.0	1.8	0.4	1	-4
OC(CN1CCN(Cc2ccccc2)CC1)c1ccc(F)cc1 (configuration not stated)
→ 0.0	1	.	1	1.8	1.4	-0.3	2	2
Cc1cc(C(=O)NCc2cccs2)c(C)o1
→ -1.1	-1	.	0	0.4	0.6	0.6	-3	-9
COC(=O)c1nc(NNC(=O)c2ccccc2)sc1-c1ccccc1
→ 0.3	5	-0.1	1	-6.9	-0.4	3.9	12	2
Cc1nnc2n1-c1ccc(Br)cc1C(c1ccccc1Cl)=NC2
→ -4.1	1	0.9	1	0.0	-0.8	0.0	0	0
CCN(C(=O)COC(=O)CCC1CCCC1)c1c(N)n(Cc2ccccc2)c(=O)[nH]c1=O
→ -0.5	-5	-1.9	2	2.0	.	-1.0	2	-4
O=C(c1ccc(Cl)c(S(=O)(=O)N2CCCCCC2)c1)N1CCCC1
→ -0.7	7	4.6	-1	0.4	?	-0.2	-4	1
CCOc1ccc(S(=O)(=O)N2CCC(C(=O)NCC3CCCO3)CC2)cc1C (configuration not stated)
→ .	-4	-1.4	-3	-2.0	-2.0	-1.2	-4	-9
Cc1cc(NC(=O)CSc2nnc(C)c(=O)[nH]2)no1
→ 0.0	3	-0.7	0	-0.5	-0.2	-0.3	-7	-1
Cc1cc(/C=N/NC(=O)c2ccc(O)cc2)c(C)n1C1CC1
→ -2.5	-35	-0.7	2	1.3	-0.2	-1.8	-12	14
COc1ccc(CCNC/C=C/c2ccccc2)cc1
→ -5.1	-18	0.9	0	-0.8	-0.1	3.6	-3	-9
Cc1nn(C(C)C(=O)N2CCOCC2)c(C)c1[N+](=O)[O-] (configuration not stated)
→ 0.7	-16	.	4	-0.6	.	1.2	-2	4
O=C(c1ccc2nccnc2c1)N1CCN(c2ccccc2)CC1
→ .	-9	-0.5	-2	-0.2	-1.6	0.7	1	0

(next part)
Under each structure – FadD28 binding	BoNT-F LC inh	BioA inh	FBA Mtb inh	BoNT A protease	UGM FP inh	PfHsp40 rescue	Anthrax LF inh2	GDH-TPI counter
CCOC(=O)c1ccc(N(CC(=O)NCC2CCCO2)C(=O)CCC(=O)Nc2cc(C)on2)cc1 (configuration not stated)
→ .	-1	0.1	3	-1.3	-0.6	1.0	1	-2
CCOC(CNC(=O)CN1C(=O)COc2ccc(S(=O)(=O)N3CCOCC3)cc21)OCC
→ -0.5	6	-1.3	-1	1.2	0.7	0.4	-1	4
Cc1[nH]c2ccccc2c1CCN(Cc1cccnc1)C(=S)NC(C)(C)C
→ 0.5	-23	-0.1	0	-0.5	0.3	0.5	-7	1
COCCNc1nc(NCc2ccccc2OC)c2sccc2n1
→ 0.2	-4	-0.2	5	-0.6	.	.	1	19
COC(=O)c1ccc(C2c3c(oc4ccc(F)cc4c3=O)C(=O)N2CCO)cc1 (configuration not stated)
→ -1.4	-6	0.5	1	0.0	-0.2	-1.3	0	8
Brc1ccc(C2=NC(Cc3ccccc3)CO2)cc1 (configuration not stated)
→ -0.1	-3	-0.2	3	0.0	-1.0	-1.0	10	6
O=C(O)CCc1ccccc1OC(=O)c1ccccc1
→ -1.5	13	-0.6	3	3.7	-2.9	19	7	-6
CCOC(=O)c1cccc(NC(=O)N[C@@H](C)C(=O)OC)c1
→ -3.1	6	-0.6	-2	-0.6	-0.9	-0.2	1	2
CCN(CC)CCNC(=O)c1ccc(NC(=O)c2cccc(-n3cnnn3)c2)cc1
→ -3.1	-22	0.3	-3	0.5	-1.0	2.9	-3	-14
Cc1ccccc1CN1CCN(C(=O)CC(C)C)CC1
→ -0.6	5	-2.8	2	2.8	0.8	-0.7	9	12
CCOC(=O)C1CCN(C(c2ccc(OC)c(OC)c2)c2sc3nc(C)nn3c2O)CC1 (configuration not stated)
→ 2.7	5	-1.4	7	-0.1	-3.2	-0.4	7	1
C[C@@H](C(=O)OCC(=O)NCCc1ccc(S(N)(=O)=O)cc1)N1C(=O)C2CCCCC2C1=O (some centres not stated)
→ 0.9	0	-1.7	1	1.3	0.0	0.4	0	-3
CN1CCN(CCCNC(=O)c2ccc(/C=C3\Sc4ccccc4N(Cc4ccc(F)cc4)C3=O)cc2)CC1
→ -7.5	5	2.2	9	-0.2	.	0.1	-2	0
CC1CCCCC12NC(=O)N(CC(=O)Nc1ccc(Cl)c(S(=O)(=O)N3CCOCC3)c1)C2=O (configuration not stated)
→ 0.6	-7	.	0	-1.2	.	1.4	-3	3
COc1ccccc1-c1nnc(-c2ccc(C)cc2)o1
→ -2.1	?	1.7	15	1.6	0.1	0.2	-13	-5

Fetched one by one from the list above (4):
Under each structure – FadD28 binding	BoNT-F LC inh	BioA inh	FBA Mtb inh	BoNT A protease	UGM FP inh	PfHsp40 rescue	Anthrax LF inh2	GDH-TPI counter
C[C@@H](C(=O)OCC(=O)NCCc1ccc(S(N)(=O)=O)cc1)N1C(=O)C2CCCCC2C1=O (some centres not stated)
→ 0.9	0	-1.7	1	1.3	0.0	0.4	0	-3
CC1CCCCC12NC(=O)N(CC(=O)Nc1ccc(Cl)c(S(=O)(=O)N3CCOCC3)c1)C2=O (configuration not stated)
→ 0.6	-7	.	0	-1.2	.	1.4	-3	3
COc1ccccc1-c1nnc(-c2ccc(C)cc2)o1
→ -2.1	?	1.7	15	1.6	0.1	0.2	-13	-5
CN1CCN(CCCNC(=O)c2ccc(/C=C3\Sc4ccccc4N(Cc4ccc(F)cc4)C3=O)cc2)CC1
→ -7.5	5	2.2	9	-0.2	.	0.1	-2	0

High-throughput results from PubChem BioAssay.
